CASP6 VEID inh: human caspase-6 inhibitors, primary screen, biochemical, VEID-R110 fluorescence, single point, set 2 | P55212 | purified caspase-6, Z-VEID-R110 cleavage fluorescence | inhibition, % at 12.5 µM | 0.53% of 350,000 active;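 active means mean inhibition across replicates at least about 35%, with every replicate also reaching that limit, limit read from the data; inconclusive means only one of the two criteria met; inactive means neither criterion met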;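 further: 0% = median of neutral control wells and 100% = no fluorescence left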
DENV2 CPE: inhibitors of DENV2 cytopathic effect, primary screen, cell-based, plate reader, single concentration | DENV2-infected cells, cytopathic effect rescue | CPE inhibition, % at 9.99 µM | 1.7% of 350,000 active; in the data active means CPE inhibition above about 20%, passing the limit was not always enough; inconclusive means no clear call, values can overlap the other calls; tested in BHK-21 cells;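 further: 0% = median of neutral control wells and 100% = median of positive control wells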
XiGFP reactiv: activators of inactive X chromosome reactivation, primary screen, imaging, XiGFP fibroblasts, GFP high-content imaging, set 2; XiGFP mouse fibroblasts, % GFP-positive cells imaging, 3 d; cells co-treated with 5-aza-dC sensitizer; scaled so ellipticine positive control = 100%; activation, % at 7.58 µM; 0.055% of 360,000 active; AID 743238, 2013;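 active means mean normalized replicate activation at least 10% and every replicate at or above 10%; inconclusive means only one of the two criteria met; inactive means mean below 10% and not all replicates reach 10%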;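 further: 0% = median of on-plate neutral control wells and 100% = ellipticine 6 µM median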
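System: 68-5-11 XiGFP fibroblast line; Timing: 3 days compound exposure; Compound dosing: one concentration, pinned; Benchmarks: positive control ellipticine, 6 µM final; Buffer or medium: DMEM containing 5-aza-dC.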
E-selectin induc: E-selectin induction in HUVECs, primary screen, imaging, HUVEC, immunofluorescence imaging, single point | P16581 | AID 686992, 2013 | normalized: neutral wells 0, TNF-alpha wells 100 | activation, % at 7.58 µM | 0.37% of 260,000 active;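 active means mean E-selectin-positive cell signal at least 10% of the positive control, reached in at least 60% of replicates, without over 20% cell loss; inconclusive means no rule given, readout overlaps actives, possibly toxicity-flagged; inactive means the rest, including those meeting only one limit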;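 further: in these data hits start at about 27%; measured in HUVEC primary endothelial cells; signal is the percent of cells scored E-selectin positive by PE staining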
Target sequence (P16581 whole entry, looked up): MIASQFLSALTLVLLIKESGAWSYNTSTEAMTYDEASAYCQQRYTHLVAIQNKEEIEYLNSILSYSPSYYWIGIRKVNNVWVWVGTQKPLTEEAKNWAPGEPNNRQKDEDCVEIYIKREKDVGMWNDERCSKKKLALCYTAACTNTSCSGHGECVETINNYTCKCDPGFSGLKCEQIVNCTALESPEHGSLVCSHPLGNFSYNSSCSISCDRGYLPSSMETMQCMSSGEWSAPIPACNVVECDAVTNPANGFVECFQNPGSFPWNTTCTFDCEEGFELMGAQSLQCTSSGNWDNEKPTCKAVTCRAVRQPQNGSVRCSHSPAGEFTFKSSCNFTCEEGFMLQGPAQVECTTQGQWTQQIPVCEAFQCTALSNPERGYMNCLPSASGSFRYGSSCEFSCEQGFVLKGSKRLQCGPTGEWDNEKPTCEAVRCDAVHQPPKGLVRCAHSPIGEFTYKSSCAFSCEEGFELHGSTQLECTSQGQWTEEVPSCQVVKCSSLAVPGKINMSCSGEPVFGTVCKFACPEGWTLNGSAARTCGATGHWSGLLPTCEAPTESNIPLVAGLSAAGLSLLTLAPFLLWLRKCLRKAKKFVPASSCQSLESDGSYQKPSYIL
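Test system: HUVEC | Signal: Immunofluorescence imaging | Read-out: Percent E-selectin-positive cells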
F508del corr: F508del CFTR correction, initial screen, CFBE line, single point; CFBE cells, YFP halide quenching; stimulated with forskolin plus potentiator P3; % fluorescence drop versus neutral controls; activity (quench increase), % at 7.58 µM; 0.36% of 350,000 active;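 active means mean added fluorescence quench of at least 8% versus neutral control, with both replicates also reaching 8%; inconclusive means only one of the mean or replicate conditions met; inactive means mean below 8% and not both replicates reaching 8%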;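 further: cells transiently co-express mutant CFTR-F508del with the halide-sensitive YFP; corrector assay measuring rescue of mutant channel to the surface after 24 h compound exposure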
GSIS activator: GLuc luminescence reporter in INS-1E cells, primary screen for activators of glucose-dependent secretion of insulin; INS-1E GLuc reporter insulin secretion, 2-3 h; activation, % at 16.6 µM; 0.61% of 370,000 active; AID 743287, 2014;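 active means lowest replicate activation of at least 40%, so every replicate reaches that level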;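 further: 0% = median of neutral control wells and 100% = median of IBMX positive control wells; some compounds called inactive have numbers as strong as hits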
RAD54 inh: inhibitors of human RAD54 branch migration, primary screen, biochemical, fluorescence, single point; inhibition, % at 10.4 µM; 0.14% of 360,000 active; RAD54 Holliday junction branch migration, FAM/BHQ fluorescence; DNA repair and recombination protein RAD54-like (Homo sapiens), Q92698;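 active means mean normalized replicate activity at least 40 and at least half of replicates scoring 40 or more; inconclusive means only one of the two criteria met; inactive means mean below 40 and under half of replicates reaching 40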;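 further: 0% = median of neutral control wells and 100% = median of positive control wells; inhibitors cause a drop in the FAM fluorescence signal; in these data hits start at about 50%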
RAD52 anneal inh: RAD52 DNA annealing inhibitors, primary screen, biochemical, FRET, single point, set 2; 0.46% of 360,000 active; inhibition, % at 18.7 µM; DNA repair protein RAD52 homolog (Homo sapiens), P43351; recombinant RAD52 DNA annealing, FRET fluorescence;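 active means every replicate showing at least 50% inhibition; inconclusive means mean inhibition at least 50% but not in every replicate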
Target sequence (P43351 whole entry, looked up): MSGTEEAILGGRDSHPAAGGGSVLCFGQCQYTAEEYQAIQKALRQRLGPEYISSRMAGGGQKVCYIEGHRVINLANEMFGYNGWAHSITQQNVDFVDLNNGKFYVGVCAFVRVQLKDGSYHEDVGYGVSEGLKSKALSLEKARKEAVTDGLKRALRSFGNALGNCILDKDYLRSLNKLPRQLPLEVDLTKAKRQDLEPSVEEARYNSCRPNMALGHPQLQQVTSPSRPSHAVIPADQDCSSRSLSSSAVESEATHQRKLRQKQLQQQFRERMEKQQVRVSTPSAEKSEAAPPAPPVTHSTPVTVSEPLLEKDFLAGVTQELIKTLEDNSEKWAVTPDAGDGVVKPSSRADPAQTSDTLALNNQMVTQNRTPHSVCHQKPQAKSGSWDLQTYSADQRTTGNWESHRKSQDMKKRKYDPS
* marks the source's active call; other numbers are inactive results; ? = inconclusive; · = no result given. Some of the compounds tested. The share of hits here may be higher or lower than overall.

SMILES | CASP6 VEID inh | DENV2 CPE | XiGFP reactiv | E-selectin induc | F508del corr | GSIS activator | RAD54 inh | RAD52 anneal inh
O=C(Nc1ccc(OC(=O)N2CCCC2)cc1)N1CCOCC1 | -6 | 1 | · | · | 2.2 | -6 | 5 | -14
CC(C)c1cccc(C(C)C)c1O | -17 | ? | 0.1 | -0.3 | -6.4 | · | 11 | 5
O=C(Cc1ccncc1)N1CCCCN2[C@@H](CO)[C@H](c3ccc(C#Cc4ccccc4F)cc3)[C@@H]2C1 | 3 | -2 | 0.0 | 0.7 | 4.8 | -3 | 0 | -229
COc1ccccc1C1=NCc2nnc(CSC)n2-c2ccc(Cl)cc21 | 1 | -1 | -0.1 | -0.1 | 0.1 | 7 | · | -8
COc1ccc(C2=NCC(=S)Nc3ccc(Cl)cc32)cc1OC | 1 | 0 | 0.1 | 0.1 | -0.8 | 35 | · | -8
c1ccc(Nc2ccc(Nc3ccccc3)cc2)cc1 | -6 | 41* | · | · | -0.2 | 20 | 2 | -9
COc1cccc(-c2ccc3c(c2)C2c4cnnn4-c4ccccc4C(=O)N2CC3)c1 (configuration not stated) | -2 | ? | 0.9 | 0.4 | 0.2 | -51 | · | 4
CNC(=O)Oc1cccc2c1OC(C)(C)O2 | 1 | 13 | 0.2 | -0.2 | 2.0 | 4 | -4 | -11
ClC(Cl)=C(c1ccc(Cl)cc1)c1ccc(Cl)cc1 | 2 | 1 | 0.3 | 2.0 | 2.6 | · | -9 | -4
CC(=O)C1=C(C)OC2=C(C(=O)CCC2)[C@@]12C(=O)N(C)c1ccccc12 | -2 | 0 | 0.0 | 0.0 | -0.3 | 14 | · | -3
CNC(=O)OCCc1n(C)cc[n+]1C | 10 | -4 | 0.3 | 0.7 | -3.2 | 14 | -6 | -13
CCOc1ccc(-c2c(C)n(-c3ccc(OCC)cc3)c3[n+]2CCCCC3)cc1 | -2 | -12 | 0.1 | · | ? | -15 | · | 0
O=C(c1cccnc1)N1Cc2ccccc2-n2nncc2C1 | -5 | 18 | 0.0 | 0.2 | -2.8 | 24 | · | -7
COC(=O)C1=C(c2cccc(C#N)c2)C[C@@H]2CC[C@H]1N2C(=O)NCc1cccc2ccccc12 | 1 | 2 | -0.6 | -0.1 | 0.9 | · | 4 | -17
O=C(O)c1cc(Oc2ccc(C(F)(F)F)cc2Cl)ccc1[N+](=O)[O-] | 1 | -5 | -0.1 | -0.1 | 0.1 | · | 2 | -8
NC(Cc1ccc(F)cc1)c1csc(Nc2cnccn2)n1 (configuration not stated) | 1 | 4 | 0.2 | -0.3 | -2.2 | -6 | 12 | -26
CC1=C(N2CC2)C(=O)C(CO)=C(N2CC2)C1=O | 22 | -9 | -0.1 | 0.6 | -3.6 | 6 | · | -5
CC1(CCl)CN1S(=O)(=O)c1ccccc1 (configuration not stated) | 2 | -1 | 0.0 | 0.5 | -0.7 | -13 | · | -14
COc1ccc(C(SCC(NC(=O)OCc2ccccc2)C(=O)O)c2ccc(OC)cc2)cc1 (configuration not stated) | 1 | 9 | 0.0 | 1.9 | 2.6 | -3 | -7 | -16
CCn1c(O)c(/C=N/NC(=O)c2ccncc2)c(=O)[nH]c1=S | 5 | -3 | 0.0 | · | 0.6 | -11 | · | -95
COc1ccc(-n2nnnc2C(C2CC2)N2CCC(n3c(=O)[nH]c4ccccc43)CC2)cc1 (configuration not stated) | 2 | 9 | -0.1 | · | -0.2 | -22 | -5 | -12
CCN1C[C@]2(CO)CC[C@H](OC)[C@@]34C5C[C@H]6[C@H](OC)C5[C@](O)(C[C@H]6OC)[C@@H](C(OC)C23)[C@@H]14 (some centres not stated) | 0 | -27 | · | · | -2.6 | 4 | -1 | -8
O=c1[nH]c2ccccc2n1C1CCN(C(c2ccccc2OC(F)(F)F)c2nnnn2-c2ccc3c(c2)OCCO3)CC1 (configuration not stated) | 4 | 19 | 0.1 | 0.5 | -2.3 | -3 | 5 | -10
CC(=O)C1C(N2CC2)CC2C3CC=C4CC(O)CCC4(C)C3CCC21C (configuration not stated) | -14 | 0 | 0.1 | -0.1 | 2.5 | 20 | -1 | 3
N#Cc1ccccc1OCC(=O)N1CCN(CC(=O)Nc2ccc(F)cc2)CC1 | 4 | -1 | -0.1 | 0.3 | -3.0 | -15 | -2 | -10
C=C1C(=O)O[C@@H]2C[C@@H](C)[C@@H]3C=CC(=O)[C@@]3(C)[C@@H](OC(=O)CC(=O)O[C@H]3[C@@H]4C(=C)C(=O)O[C@@H]4C[C@@H](C)[C@@H]4C=CC(=O)[C@]43C)[C@H]12 | 5 | -9 | 1.1 | 1.7 | -4.8 | · | -13 | -26
Cc1ccc2c(c1)C(c1ccccc1)=NCC(=O)N2C | 2 | 5 | 0.2 | · | 3.3 | 23 | · | -6
Cc1nccn1Cc1ccc(Cl)nc1 | 1 | -7 | 0.3 | 0.2 | -3.1 | -1 | -2 | -12
CC1CCCC(NC(=O)CNC(=S)N2CC3CC(C2)c2cccc(=O)n2C3)C1C (configuration not stated) | -1 | -8 | 0.0 | · | 1.6 | 4 | -1 | -11
C/C(=N\N1CCCCCC1)c1c(O)n(C2CCCCC2)c(=O)[nH]c1=O | 5 | 1 | 0.1 | 0.1 | -9.2 | -28 | -10 | -6
CC(=Nc1ccccc1N)c1c(O)n(C)c(=O)[nH]c1=O | -1 | -1 | 0.1 | -0.2 | -1.6 | 9 | 2 | -26
Cc1ccc(C(=O)c2cc(Br)ccc2N)cc1 | 2 | · | 0.1 | 10 | 4.5 | 13 | · | -17
CCS(=O)(=O)NC(C)c1nnc2n1-c1ccc(Br)cc1C(c1ccccc1Cl)=NC2 (configuration not stated) | 0 | 12 | 0.3 | 0.2 | 3.4 | 1 | -9 | -12
CCOC(=O)C1(CCc2ccccc2)CCN(Cc2ccc(NC(C)=O)cc2)CC1 | -1 | 5 | 0.0 | · | -1.7 | · | -3 | 3
Cc1nn(Cc2ccccc2)c(C)c1C(=O)O | -1 | -4 | 0.0 | · | 1.7 | 5 | 1 | -5
CSc1nc(N2CCN(C)CC2)c2ccccc2n1 | 11 | -4 | 0.0 | · | -0.4 | 6 | 7 | 2
COC(=O)C1=C(c2ccc(OCc3ccccc3)cc2)C[C@@H]2CC[C@H]1N2C | 0 | 4 | -0.2 | · | 0.2 | -21 | 13 | -17
NC(Cc1ccc(F)cc1)c1csc(Nc2ccccn2)n1 (configuration not stated) | -3 | ? | 0.3 | 0.1 | 1.5 | -6 | 0 | -9
CN1CCN(c2ncc(C=O)s2)CC1 | -1 | 0 | -0.1 | · | -3.5 | 1 | · | -5
CC(C)c1oc(=O)cc2c1[C@@H](O)[C@H]1OC(=O)[C@@]3(C)C[C@@H](O)[C@@H](O)[C@@]2(C)C13 (some centres not stated) | -3 | 87* | 0.3 | -0.2 | -0.6 | -15 | -7 | -18
Cc1cc(OC(=O)c2ccco2)c2c3c(c(=O)oc2c1)CCC3 | 1 | 2 | · | · | 0.9 | 0 | -14 | -1
S=C(NCCc1ccccc1)N1Cc2cc(N3CCCCC3)ccc2-n2nncc2C1 | 0 | 1 | 0.0 | -0.3 | -1.2 | -41 | -2 | -123
Cn1cccc1/C=C1/C(=O)NC(=S)N(Cc2ccc(F)cc2)C1=O | 35* | 6 | 0.0 | · | 0.3 | -35 | 2 | -26
CC(C)N1CCOC(c2ccc(O)c(O)c2)C1 (configuration not stated) | -12 | -6 | 0.1 | 0.0 | -0.8 | -10 | · | -8
Cn1cnnc1Sc1cc(N2CCNCC2)ccc1[N+](=O)[O-] | 0 | 0 | -0.1 | -0.1 | 2.1 | 4 | -6 | -7
Cc1ccc(C2C(=O)NC(=O)NC2=O)cc1 | -1 | -1 | -0.1 | -0.1 | 1.6 | -12 | 3 | 0
Cc1ccccc1C(=O)N1Cc2ccccc2-n2nncc2C1 | 1 | 0 | 0.1 | 7.8 | 4.9 | 34 | -2 | -9
CN1CCN(c2ccc(Cl)cc2N)CC1 | -12 | -8 | 0.0 | · | -1.8 | 7 | · | 1
COc1ccc(-c2ccc([C@@H]3[C@H](CO)N4CCCCN(C(=O)Cc5ccccc5)C[C@@H]34)cc2)cc1 | -5 | 2 | -0.1 | -0.5 | -1.3 | -5 | -8 | -36
Cn1ccc(NC(=O)CCl)n1 | -5 | -1 | -0.1 | 0.0 | 3.7 | -2 | · | 4
COc1ccc(CN(CCc2c[nH]c3ccccc23)Cc2ccc(OC)cc2)cc1 | 2 | ? | 0.0 | 1.2 | 0.5 | -39 | · | -175
C=CCn1c(=O)c(C=Nc2c(OC)cccc2[N+](=O)[O-])c(O)n(CCCC)c1=O | -2 | 0 | 0.2 | 1.1 | 3.0 | 13 | · | -101
O=C(c1ccc(Cl)cc1)C1CCCN(Cc2ccon2)C1 (configuration not stated) | 4 | -4 | 0.3 | 0.5 | -5.6 | 3 | 3 | -18
COc1ccc(C#Cc2ccc([C@H]3[C@H](CO)N4CCCCN(C(=O)Cc5ccccc5)C[C@@H]34)cc2)cc1 | 1 | -26 | 0.0 | -0.5 | -3.0 | 0 | 0 | -26
COC(=O)[C@H]1[C@H](CO)[C@H]2Cn3c(ccc(-c4cccc(F)c4)c3=O)[C@@H]1N2C(=O)CC1CC1 | -3 | -6 | 0.5 | -0.2 | · | 12 | 4 | -7
N#CC12c3ccccc3C(=O)N1Cc1cnnn1-c1ccccc12 (configuration not stated) | -7 | 7 | · | 0.0 | 3.0 | 7 | -5 | -4
c1ccc(CNC2CCCCCCC2)cc1 (tested in a mixture with another compound) | -2 | 0 | 0.1 | -0.3 | -0.3 | 18 | · | -10
CCOP(=O)(Nc1ccc2c(c1)C(=NNC(N)=S)c1ccccc1-2)OCC | -3 | -5 | 0.0 | 0.3 | 5.9 | -5 | · | -26
COc1ccc(-c2ccc([C@H]3[C@H]4CN(C(=O)Cc5ccccc5)CCCCN4[C@H]3CO)cc2)cc1 | -4 | 2 | 0.2 | 0.4 | -2.6 | -16 | -3 | -29
CCOC(=O)c1c(NC(=O)c2c(N)n(CCCOC)c3nc4ccccc4nc23)sc2c1CCCC2 | · | 1 | · | · | 5.1 | 9 | -1 | 2
More compounds follow:
SMILES | CASP6 VEID inh | DENV2 CPE | XiGFP reactiv | E-selectin induc | F508del corr | GSIS activator | RAD54 inh | RAD52 anneal inh
c1cc2c(cc1[C@H]1OC[C@H]3[C@@H]1CO[C@@H]3c1ccc3c(c1)OCO3)OCO2 | 12 | -8 | 0.0 | -0.2 | 3.7 | · | -2 | -12
CCOc1ccc(-c2cc(C)[n+](CCO)c(-c3ccc(OCC)cc3)c2)cc1 | 3 | 2 | 0.2 | 0.1 | 2.1 | -48 | 13 | 15
CCN(CC)CCN/N=C(\C)c1c(O)[nH]c(=O)[nH]c1=O | -4 | 5 | 0.0 | · | -2.7 | · | 1 | -5
COCCNC(=O)N1[C@H]2CC[C@@H]1C(C(=O)OC)=C(c1ccc(OC(F)(F)F)cc1)C2 | -2 | -4 | -0.6 | 0.0 | -0.1 | · | 9 | -7
